LGR2 inh – blocks bursicon-induced cAMP signaling via Drosophila LGR2; HEK293 LGR2, CRE-luciferase, bursicon-stimulated, 4 h; inhibition, % at 9.99 µM; 380,000 compounds, 0.35% hits; AID 720647;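 active = drop in luminescence signal, shown as inhibition above about 50% in the replicate tests, limit read from the data, passing the limit was not always enough; inconclusive = probably only some replicates passing the limit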;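 note: agonist challenge used bursicon conditioned medium at about half maximal strength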
PGC1a acetyl inh – modulators of PGC1a acetylation; 350,000 compounds, 0.17% hits; AID 651687; U2OS PGC1a acetylation, AlphaScreen anti-acetyl-lysine; with virally co-expressed GCN5 acetyltransferase; inhibition, % at 15.6 µM;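 active = every replicate shows inhibition of at least 40%; inconclusive = mean inhibition at least 40% but some replicate below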;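 note: 0% = neutral control wells and 100% = positive control wells; some results beyond the cut were filed as inactive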
EWS-Fli block – blocks EWS/Fli oncoprotein-driven transcription | AID 651661 | 350,000 compounds, 0.67% hits | A673 NR0B1-luciferase reporter, viability-normalised | inhibition, % at 12.6 µM;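 active = mean inhibition of at least 50% after viability correction, with every replicate also passing that limit; inconclusive = mean reaches 50% but only one of two replicates passes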;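 note: firefly luciferase signal divided by Alamar Blue viability fluorescence both relative to DMSO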
S100A4 inh HTS – blocks human S100A4 binding to myosin IIA peptide; 360,000 compounds, 0.14% hits; S100A4/TAMRA-MyoIIA peptide fluorescence polarization; P26447; AID 652163; inhibition, % at 10.7 µM;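 active = mean inhibition of at least 70% across replicates, with every replicate also reaching that level; inconclusive = mean inhibition reaches 70% but some replicates fall short; inactive = mean inhibition below 70%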
Target sequence (P26447 whole entry, looked up): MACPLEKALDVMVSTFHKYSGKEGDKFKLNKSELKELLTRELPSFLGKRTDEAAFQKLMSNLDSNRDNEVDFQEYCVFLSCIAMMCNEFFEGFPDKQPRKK
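assay system = human S100A4 monomer with TAMRA-labelled myosin IIA peptide | also added = labelled myosin peptide probe, 5 nM | incubation = 5 min between mix addition and reading | control set = DMSO and TFP controls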
PglD inh – inhibitors of Campylobacter jejuni PglD acetyltransferase | purified PglD enzyme, DTNB colorimetric CoA detection | 360,000 compounds, 0.098% hits | AID 602405 | inhibition, % at 12.5 µM; in the data active = inhibition above about 16%, passing the limit was not always enough; inconclusive = no clear call, values can overlap the other calls; note: strong numbers were not always called active
PAX8 reporter – lowers PAX8-driven luciferase in RMG-I cells; RMG-I TPO-luciferase reporter, SteadyGlo, 24 h; AID 652154; inhibition, % at 12.6 µM; 360,000 compounds, 1.2% hits;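 active = mean replicate inhibition at least 60% with every replicate also reaching 60%; inconclusive = only one of the two criteria is met; inactive = mean below 60% and not all replicates reaching 60%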;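 note: luciferase light reporting Pax8 driven TPO promoter activity; plate controls were median of neutral control wells for no effect and mitoxantrone controls for full effect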
FN deposition inh – fibronectin deposition inhibition | inhibition, % at 12.6 µM | 350,000 compounds, 0.086% hits | AH1F fibroblasts, Alexa488-fibronectin deposition fluorescence, overnight;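 active = mean inhibition across replicates of 30% or more, regardless of how many single replicates reach that level; inconclusive = mean under 30% yet at least half of replicates reach 30%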;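 note: positive control wells lacked labelled fibronectin entirely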
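Schedule: 1 h cell adhesion before compound, then overnight fibronectin incubation; test system: AH1F fibroblast monolayer depositing Alexa488-labelled fibronectin into matrix; quantity: 10000 AH1F cells per well; probe or stimulus: fluorescent fibronectin at 24 nM final; signal: fluorescence, ex 485 nm, em 525 nm; evaluation: percent inhibition as loss of matrix-bound fibronectin fluorescence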
ERAP1 HTS inh – inhibitors of human ERAP1 aminopeptidase. inhibition, % at 10.7 µM. AID 652197. recombinant ERAP1, Leu-AMC fluorescence, 60 min. Q9NZ08. 340,000 compounds, 0.15% hits;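 active = mean replicate inhibition of at least 30%, or all replicates individually reaching that 30% level; inactive = mean below 30% and not every replicate reaching it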;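 note: 0% = neutral control wells and 100% = L-leucinethiol positive control wells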
Target sequence (Q9NZ08 whole entry, looked up): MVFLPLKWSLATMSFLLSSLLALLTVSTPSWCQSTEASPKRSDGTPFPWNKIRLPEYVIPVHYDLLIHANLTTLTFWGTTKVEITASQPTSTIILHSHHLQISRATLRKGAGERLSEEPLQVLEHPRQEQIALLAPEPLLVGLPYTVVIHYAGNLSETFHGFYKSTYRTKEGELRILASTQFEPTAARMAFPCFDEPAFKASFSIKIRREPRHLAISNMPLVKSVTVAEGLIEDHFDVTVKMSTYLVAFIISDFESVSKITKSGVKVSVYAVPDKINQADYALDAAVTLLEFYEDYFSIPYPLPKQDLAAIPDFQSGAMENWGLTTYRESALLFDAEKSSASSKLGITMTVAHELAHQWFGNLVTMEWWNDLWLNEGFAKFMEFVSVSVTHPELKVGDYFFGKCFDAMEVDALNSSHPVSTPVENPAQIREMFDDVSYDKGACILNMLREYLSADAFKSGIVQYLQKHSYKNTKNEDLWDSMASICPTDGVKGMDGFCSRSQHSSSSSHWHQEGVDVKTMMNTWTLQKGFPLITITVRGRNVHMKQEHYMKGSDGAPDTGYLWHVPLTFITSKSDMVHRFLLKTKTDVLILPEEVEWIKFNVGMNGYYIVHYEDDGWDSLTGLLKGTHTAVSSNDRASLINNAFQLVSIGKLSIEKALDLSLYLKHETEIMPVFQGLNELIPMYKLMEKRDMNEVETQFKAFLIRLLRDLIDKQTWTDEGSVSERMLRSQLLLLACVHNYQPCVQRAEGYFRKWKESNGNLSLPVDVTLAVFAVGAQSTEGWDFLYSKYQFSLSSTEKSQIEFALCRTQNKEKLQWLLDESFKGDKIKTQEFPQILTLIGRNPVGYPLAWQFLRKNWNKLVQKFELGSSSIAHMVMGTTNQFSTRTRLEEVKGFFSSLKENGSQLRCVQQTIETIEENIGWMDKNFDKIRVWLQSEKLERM
* marks the source's active call; other numbers are inactive results; ? = inconclusive; / = no result given; & = joins results of further samples. Hits appear at their usual frequency; any-hit rate near 2.1%.

SMILES	LGR2 inh	PGC1a acetyl inh	EWS-Fli block	S100A4 inh HTS	PglD inh	PAX8 reporter	FN deposition inh	ERAP1 HTS inh
CCC1(c2ccc(F)cc2)NC(=O)N(CC(=O)Nc2cccc(S(=O)(=O)N3CCOCC3)c2)C1=O (stereo not given)	-4	-1	4	5	2	12	-18	3
COc1ccc(/C=C/C(=O)N2CCN(S(=O)(=O)/C=C/c3ccccc3)CC2)cc1OC	0	-10	/	/	-6	0	4	/
CC(C)NC(=O)Nc1ccc2c(c1)CC(=O)N([C@H](C)CO)C[C@H](C)[C@@H](CN(C)S(=O)(=O)c1ccc(Cl)cc1)O2	4	2	3	-29	-1	-11	-12	1
N=c1n(CC(=O)c2ccc(Br)cc2)c2ccccc2n1Cc1ccccc1	4	-6	-3	-2	4	-24	-2	-1
Cc1onc(-c2ccccc2Cl)c1C(=O)NNC(=O)C1CCN(Cc2ccccc2)CC1	35	2	-4	-2	/	4	-12	-2
O=C(Nc1ccc(NC(=O)c2ccccc2F)cn1)c1ccco1	35	/	26	2	-5	-59	14	-4
COc1ccc(NC(=O)N(C)C[C@H]2OCc3ccccc3-c3ccccc3C(=O)N([C@H](C)CO)C[C@H]2C)cc1	-4	-4	-11	-1	-3	/	17	2
COc1cccc(CNC(=O)C2CSC3(C)CCC(=O)N23)c1 (stereo not given)	-6	/	-11	-2	-4	-5	7	4
CC(CNC(=O)COc1ccccc1)OC(=O)Nc1ccc(Cl)c(Cl)c1 (stereo not given)	-10	/	/	/	-9	8	2	/
C/C(=N\NC(=O)c1cccc(N/N=C(\C)c2cc(O)ccc2O)c1)c1cc(O)ccc1O	-5	9	5	-2	/	-4	-9	-4
N#C/C(=C(/O)c1cccc(F)c1)c1nc2ccccc2s1	-50	/	-71	2	/	-45	-6	0
COCC(=O)Nc1ccc2c(c1)C(=O)N(C)C[C@H](OC)[C@@H](C)CN(CC1CC1)[C@H](C)CO2	-1	-18	1	-2	-2	-12	-8	-2
CCCS(=O)(=O)NC(=O)C1(C)CCCN(C(=O)c2cccc(OC(F)(F)F)c2)C1 (stereo not given)	3	-2	-7	-1	-2	9	2	5
COc1cc(C(=O)Nc2ccc(N3CCN(C(=O)c4ccc(C)cc4)CC3)cc2)cc(OC)c1OC	9	/	10	-5	4	10	5	0
Cc1cc(SCC(=O)NC2CC2)nc2ccccc12	-1	-4	-9	1	-2	-97	9	3
COc1ccccc1CN1CCNC(=O)C1CC(=O)NCCC1=CCCCC1 (stereo not given)	6	2	15	-4	4	6	0	2
O=S(=O)(c1ccc(Cl)cc1)N1CCN(C2CCN(Cc3ccccc3)CC2)CC1	/	16	/	/	-3	4	4	/
Cc1ccc(S(=O)(=O)Nc2ccc3c(c2)C(=O)N([C@@H](C)CO)C[C@@H](C)[C@@H](CN(C)C)OCCCC[C@@H](C)O3)cc1	0	-15	-2	-11	-3	10	-4	-2
C=Cc1ccc(CN2CCCN(Cc3ccc(Cl)cc3)S2(=O)=O)cc1	-17	-1	4	-1	1	26	2	-4
CC1=C(c2ccc(F)cc2)[N+](=O)C(C)(C)N1[O-]	-20	-8	0	2	/	-8	-2	-1

Reprinted from the part before: 2 entries, followed by the next part.
SMILES	LGR2 inh	PGC1a acetyl inh	EWS-Fli block	S100A4 inh HTS	PglD inh	PAX8 reporter	FN deposition inh	ERAP1 HTS inh
C=Cc1ccc(CN2CCCN(Cc3ccc(Cl)cc3)S2(=O)=O)cc1	-17	-1	4	-1	1	26	2	-4
CC1=C(c2ccc(F)cc2)[N+](=O)C(C)(C)N1[O-]	-20	-8	0	2	/	-8	-2	-1
COc1ccccc1S(=O)(=O)N[C@@H]1CC[C@@H](CCNC(=O)C2CCOCC2)O[C@H]1CO	2	5	/	-6	1	/	/	-2
O=C(/C=C/c1ccco1)OCC1CCCN2CCCCC12 (stereo not given)	-29	40	5	-3	/	9	-2	0
CC1CN(c2nc3ccccn3c(=O)c2/C=C(\C#N)S(=O)(=O)c2ccccc2)CC(C)O1 (stereo not given)	/	0	/	/	0	1	-1	/
CCCCNC(=S)Nc1ccc(OC)nc1	-40	/	-17	-1	/	-7	/	-1
Cc1ccc(S(=O)(=O)N(C)c2ccc(C(=O)NC3CCCCC3)cc2)cc1	-1	1	6	1	1	6	0	1
N#CCCN(C(=O)c1ccc2c(=O)n3c(nc2c1)CCCCC3)c1ccccc1	-7	-14	/	-7	0	-7	2	-7
Cn1c(-c2sc3cc(C(F)(F)F)cnc3c2-c2cccs2)n[nH]c1=S	2	-7	10	-2	/	14	2	1
O=C(c1cccc(F)c1)N1C[C@@H]2[C@H](c3ccccc31)[C@@H](CO)N2C(=O)c1ccc(F)cc1	0	6	-3	-21	2	3	/	0
CC(C)NC(=O)N(C)C[C@@H]1OCCCC[C@H](C)Oc2ccc(NC(=O)c3ccccc3)cc2C(=O)N([C@H](C)CO)C[C@H]1C	1	-2	/	-5	-1	-6	/	-2
C[C@H]1CN([C@@H](C)CO)C(=O)CCCn2cc(nn2)CO[C@H]1CN(C)Cc1ccc(Cl)c(Cl)c1	7	-5	3	-9	0	/	2	-1
Nc1c(C(=O)Nc2ccc(F)cc2)sc(=S)n1-c1ccccc1F	-46	-7	-120	-2	-3	-42	-16	-2
Cc1cccc(CN2CCC(CNC(=O)Nc3ccccc3F)CC2)c1	5	/	-2	-4	/	-17	1	-1
CC(C)c1ccc(CNC(=O)C2(C)CCCN2C)cc1 (stereo not given)	7	2	6	-1	3	6	-5	-1
CO[C@H]1CN(C)C(=O)c2ccc(NS(C)(=O)=O)cc2OC[C@@H](C)N(Cc2nccs2)C[C@H]1C	3	6	-5	-4	-3	-1	-3	-2
C=CCc1ccccc1OCC(O)CN1CCN(Cc2ccc3c(c2)OCO3)CC1 (stereo not given)	2	2&10	-5	0	0	0	-1&-18	-3
COc1ccc(S(=O)(=O)N(C)C[C@H]2Oc3ccc(NC(=O)CCC(F)(F)F)cc3CC(=O)N([C@H](C)CO)C[C@@H]2C)cc1	17	4	/	0	1	4	/	1
Cc1ccc(S(=O)(=O)NCC[C@@H]2CC[C@H](NC(=O)c3cccnc3)[C@H](CO)O2)cc1	0	-3	10	4	-3	-3	1	1
CSc1ccc(/C=C(\C#N)C(=O)NC2CCCCC2C)cc1 (stereo not given)	20	/	-8	2	/	-11	2	-6
COc1ccc(C(=O)CCC(=O)Nc2ccc(N3CCN(C)CC3)cc2)cc1OC	-5	8	-3	3	-4	-8	6	1
O=S(=O)(N[C@H]1CC[C@@H](CCn2cc(-c3ccccn3)nn2)O[C@H]1CO)c1cccc(Cl)c1	-10	-10	2	5	4	13	4	-2
O=C(C[n+]1ccccc1)Nc1ccc(Cl)c([N+](=O)[O-])c1	-7	6	10	0	-5	21	-2	5
CCOC(=O)C1CCN(C(=O)COC(=O)c2oc3ccccc3c2C)CC1	-12	-5	-3	1	-3	-1	0	1
CC(C)CCN1CCN(Cc2cccc(C(F)(F)F)c2)CC1CCO (stereo not given)	6	-3	11	-5	/	-5	0	/
O=C1OC[C@H]2CCCN2C(=O)[C@@H](CC(=O)N(CCO)Cc2ccccc2)C/C=C\C[C@@H]1Cc1ccc(F)cc1	13	9	10	-2	-6	9	-3	-2
O=C(NC(=S)NCCc1ccccc1)c1cccc(Cl)c1	-26	/	-12	1	-1	-27	3	-3
Cc1noc(C)c1NC(=O)Nc1cccc2c1O[C@@H](CN(C)Cc1ccc(-c3ccccc3)cc1)[C@H](C)CN([C@@H](C)CO)C2=O	-16	3	1	-33	1	23	/	-2
Cc1ccc(S(=O)(=O)N(C)C[C@@H]2Oc3c(NC(=O)Nc4ccc(C(F)(F)F)cc4)cccc3C(=O)N([C@H](C)CO)C[C@@H]2C)cc1	0	1	-4	-16	4	-28	/	2
Cc1[nH]n2c(=O)c3c(nc2c1-c1ccccc1)CCCC3	/	-2	/	/	5	9	-1	/
O=C1O[C@H](c2ccccc2)[C@H](c2ccccc2)N2[C@H]1[C@@H](C(=O)N1CCCCCCC1)[C@]1(C(=O)Nc3ccc(C#CC4=CCCCC4)cc31)[C@H]2c1ccccc1OCCO	/	/	5	-34	5	?	/	-2
CN(CCNC(=O)C1CCC(=O)N(Cc2ccc(Cl)cc2)C1)CCc1ccccc1 (stereo not given)	0	/	9	-1	-4	-3	12	-2
Cc1cc(C)c(O)c(-c2n[nH]c3c2C(c2cccc(O)c2)N(Cc2ccco2)C3=O)c1 (stereo not given)	-3	-28	15	-5	12	3	8	-6
CC(=O)c1c(C)[nH]c(C(=O)OCC(=O)Nc2nnc(-c3ccccc3)o2)c1C	-2	0	0	2	6	1	3	3
NCCCn1c(C(=O)c2ccc(Cl)cc2)c2ccc(C(F)(F)F)cc2[n+]1[O-]	2	4	10	0	-6	3	-3	2
COC(=O)C[C@@H]1CC[C@H]2[C@@H](COC[C@H](O)CN2C(=O)Nc2ccccc2OC)O1	10	1	15	8	-1	1	1	1
O=C(NNS(=O)(=O)c1ccccc1)C1CCN(S(=O)(=O)c2ccccc2)CC1	/	-2	/	/	3	-1	6	/
O=C(c1cccnc1)N1C[C@@H]2[C@H](c3ccccc31)[C@@H](CO)N2Cc1ccc2c(c1)OCO2	24	4	1	7	-2	0	/	1
CC(=O)Nc1nc2c(s1)CCc1ccccc1-2	-9	-1	/	0	2	-4	-8	-2
COc1ccc(S(=O)(=O)NCC(=O)Nc2ccc(F)cc2)cc1	5	5	0	2	-1	-12	-3	0
O=C(N=Nc1c(O)[nH]c2ccc(Cl)cc12)c1cc(-c2cccs2)nc2ccccc12	-5	-4	14	/	-121	-14	3	/
CCN(c1cccc(C)c1)S(=O)(=O)c1ccc(OC)c([N+](=O)[O-])c1	/	/	-3	-5	-3	11	3	-4
Cc1noc(C)c1NC(=O)Nc1ccc2c(c1)C(=O)N([C@@H](C)CO)C[C@@H](C)[C@H](CN(C)Cc1ccc(Oc3ccccc3)cc1)O2	10	2	5	-16	1	/	/	0
CCOC(=O)c1c(C)n(C(=O)c2ccco2)c(=O)n1C(=O)c1ccco1	/	-11	/	/	3	7	4	/
COc1ccc(NC(=O)Nc2ccc3c(c2)[C@@H]2C[C@H](CC(=O)NCC4CC4)O[C@@H](CO)[C@@H]2O3)cc1	5	-10	-3	0	6	-1	-17	1
CCOCCCN1CN(Cc2ccccc2)CNC1=S	-31	0	/	/	3	13	/	/
CCC(NC(=O)c1ccccc1NC(=O)c1ccco1)C(=O)NNC(=O)c1ccncc1 (stereo not given)	0	-11	9	27	1	-12	9	-2
Nc1c(-c2ccccc2)cnn1-c1cccc(Cl)c1	-137	-4	-112	-1	1	-102	-19	-5
COc1ccc(S(=O)(=O)N(C)C[C@H]2Oc3ccc(NC(=O)Cc4ccccc4)cc3C(=O)N([C@H](C)CO)C[C@@H]2C)cc1	-29&6	2&-10	-2&6	8	5&-3	-19&-19	2&-1	2
COCC(=O)N1C[C@H](C)[C@H](OC)CN(C)C(=O)c2ccc(NS(C)(=O)=O)cc2OC[C@H]1C	-7	11	3	-1	0	-13	-11	/
CC(C)CN(C(=O)C1CCC1)c1c(N)n(Cc2ccccc2)c(=O)[nH]c1=O	11	-3	6	2	4	6	6	-3
Cc1cccc(-c2cc(C(=O)N3CCCc4ccccc43)c3ccccc3n2)c1	-17	-7	4	/	-6	14	-7	/
